High-throughput results (PubChem BioAssay)
SKN-1 inh = inhibitors of C. elegans SKN-1; C. elegans VP596 Pgst-4::GFP/RFP ratio, acrylamide-induced, 24 h; inhibition, % at 21.8 µM; 360,000 compounds, 0.49% hits; AID 624304;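 active = interference check ratio from 0.5 to 1.5 plus GFP to RFP signal ratio inhibition reaching or exceeding a fixed threshold, cut at about 30% in these data, passing the limit was not always enough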; also: some compounds called inactive have numbers as strong as hits
MsrA act = activates bovine MsrA enzyme; purified bovine MsrA, absorbance read-out; activation, % at 10.6 µM; 360,000 compounds, 0.3% hits; AID 602163; in the data active = activation above about 7.5%;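 also: 0% = vehicle and 100% = reference activator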
eLon inh = inhibitors of E. coli Lon protease; P0A9M0; purified E. coli Lon protease, fluorescence polarization; inhibition, % at 7.94 µM; 360,000 compounds, 0.42% hits; AID 602123; in the data active = inhibition above about 13%, passing the limit was not always enough;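 also: 0% = enzyme with probe and DMSO and 100% = no enzyme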
MsrA inh = inhibitors of bovine MsrA; purified bovine MsrA, absorbance read-out; inhibition, % at 15.5 µM; 360,000 compounds, 0.75% hits; in the data active = inhibition above about 4.5%;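 also: 0% = vehicle wells with enzyme and 100% = reference inhibitor wells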
MT1-MMP act inh = blocks activation of human MT1-MMP; AID 651647; 360,000 compounds, 0.061% hits; P50281; HT1080 RFP-PRO-GFP cells, GFP/RFP ratio fluorescence, overnight; percent of plate control window, DMSO zero; GFP/RFP ratio change, % at 20 µM;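 active = GFP/RFP ratio change of at least 30% with cell ATP level not reduced by more than half and red fluorescence within 50% of control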; also: strong numbers were not always called active
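Material – HT1080 RFP-PRO-GFP cells · Control set – DMSO wells and RFP-L50D-GFP cells · Incubation – overnight cell settling, then overnight compound exposure, 37 °C, 5% CO2 · Compound dosing – single-point 20 µM compound, 1% DMSO · Read-out – GFP/RFP fluorescence ratio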
Neddylation inh = cullin neddylation inhibition; 360,000 compounds, 0.58% hits; P61081+Q13564; TR-FRET cullin neddylation, biochemical; calls only at 25 µM; AID 651699; in the data active = inhibition above about 36%
FAS TE block = blocks the thioesterase domain of human fatty acid synthase; P49327; 360,000 compounds, 0.67% hits; inhibition, % at 15 µM; AID 602261; recombinant FAS-TE, OMFH fluorogenic substrate, fluorescence endpoint;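 active = compounds whose normalised, plate-corrected inhibition of enzyme fluorescence in the single-dose primary screen is 50% or more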;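 also: 0% = DMSO with enzyme and 100% = substrate without enzyme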
CendR NRP1 mod = NRP-1/CendR interaction modulation | O14786 | FAM-RPARPAR peptide binding to NRP-1, fluorescence polarization | inhibition, % at 25 µM | 360,000 compounds, 0.85% hits | AID 602438;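 active = inhibition or corrected inhibition above about 18%, plus a signal ratio from 0.5 to 1.5, limit read from the data, passing the limit was not always enough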; also: strong numbers were not always called active
Rin1 Abl inh = blocks binding of human Rin1 to Abl. P00519+Q13671. inhibition, % at 7.35 µM. TR-FRET Rin1/Abl binding, biochemical. 360,000 compounds, 0.4% hits; in the data active = inhibition above about 5%, passing the limit was not always enough
Starred values were filed as active, the others as inactive; i = inactive; · = no result given. Random draw from the library; any-hit rate near 4.2%.

Every second line gives: SKN-1 inh, CendR NRP1 mod, Neddylation inh, FAS TE block, eLon inh, MsrA inh, MsrA act, MT1-MMP act inh, Rin1 Abl inh
- CC(CCc1ccccc1)NCc1ccc(Cl)cc1Cl (configuration not stated)
 : 0.0, -6.9, i, 21.9, 5.8, -0.3, -2.6, -1.8, -0.8
- Cc1ccc(N2CCN(S(=O)(=O)N(C)C)CC2)cc1C
 : 5.5, 17.2, i, 3.9, -1.3, -0.4, -1.8, 7.1, 1.8
- CCOC(=O)C(=O)Nc1ccc(S(=O)(=O)Nc2nccc(C)n2)cc1
 : 21.6, -35.4, i, -4.2, -18.9, 0.9, -0.7, 0.3, 2.3
- COC(=O)c1ccc(CSc2nc3ccccc3c(=O)n2-c2cccc(OC)c2)o1
 : 12.5, 4.0, i, 25.3, -3.1, 0.8, -2.3, -2.5, 3.7
- COc1cccc(C(=O)n2ccc(-c3cccs3)n2)c1
 : 7.1, 2.1, i, -4.6, -2.8, -1.1, 0.3, 7.7, 0.3
- Cc1ccccc1CC(=O)Nc1ccc2c(c1)c(=O)n(C)n2-c1ccccc1F
 : 6.2, -1.8, ·, -6.7, -8.1, -1.5, -2.3, -4.3, -1.0
- CC(C)(C)C(=O)Nc1cc(NC(=O)C(C)(C)C)cc(C(=O)NNC(=O)c2ccncc2)c1
 : -10.3, 10.5, i, -3.2, 0.6, -0.8, -2.2, 0.4, -0.6
- O=C(CSc1nc(O)c(C2CCCCC2)c(=O)[nH]1)Nc1ccccc1Cl
 : -3.4, -8.7, i, -4.0, 2.9, -0.6, -1.9, 1.0, -0.8
- Cc1nnc(-n2cnc3ccccc32)c2ccccc12
 : -11.2, 11.7, i, -6.1, 2.0, -0.2, -2.1, -1.2, -0.6
- O=C(NC(c1ccc(Cl)cc1)c1cnccn1)C1CCN(Cc2ccccc2)CC1 (configuration not stated)
 : 18.2, 9.5, i, -5.7, -6.6, 0.3, 0.8, -1.0, 1.8
- CN(C)c1ccc(NC(=O)c2ccncc2)c2ccccc12
 : -6.5, -9.2, i, -9.8, -13.9, 0.8, -5.5, -5.9, -6.0
- C[C@H](CO)N1C[C@H](C)[C@H](CN(C)C(=O)Nc2cccc(F)c2)Oc2cc(C#CC3(O)CCCC3)ccc2S1(=O)=O
 : 5.3, -12.4, i, -0.4, 12.5*, 0.4, -0.8, 0.1, 0.9
- Cn1nnnc1SCC(=O)Nc1nc(-c2ccc(F)c(F)c2)cs1
 : 1.8, 7.7, i, 3.7, -7.3, -1.9, -3.1, 5.9, -0.8
- C=CCn1c(SCC(=O)Nc2ccc(N3CCOCC3)cc2)nc2ccccc2c1=O
 : 1.1, -15.4, i, -1.1, -2.3, -1.1, -3.1, -1.9, -0.1
- COc1ccc(OC)c(NC(=O)CCC(=O)N(Cc2ccc(OC)c(OC)c2)c2nccs2)c1
 : 3.7, -15.0, i, 20.9, -1.8, 0.8, -3.6, -0.1, 2.1
- O=C(O)CSc1ccc(Oc2ccc(SCC(=O)O)cc2)cc1
 : 5.8, 4.1, i, -5.4, -5.7, 0.5, -3.1, -0.4, -0.3
- COC(=O)CCC(=O)c1oc2ccccc2c1N
 : -9.0, 7.1, i, -1.0, -5.9, 2.6, -4.8, -1.4, -9.1
- NC(=O)c1cnn2c(-c3ccc(Cl)cc3Cl)ccnc12
 : 17.5, -6.3, ·, -3.7, 1.3, ·, -1.7, -0.7, 0.5
- Cc1cc(C)c2c(=O)[nH]c(SCc3ccccc3)nc2n1
 : 1.4, 5.6, i, 1.5, -8.7, 0.3, -2.6, 0.4, 1.7
- CC(=O)N1CCSc2ccc(S(=O)(=O)Nc3cccc(C)c3)cc21
 : -6.6, -25.6, i, -1.2, 2.5, 1.1, 3.3, -1.4, 1.0
- COc1ccc(CCN(C)C(=O)c2cc(S(=O)(=O)N3CCCCC3)ccc2Cl)cc1OC
 : -2.8, 10.1, i, -6.6, -2.0, 0.4, -4.5, 5.5, 2.4
- CCc1cccc2c1NC(=O)C21N2CCCC2C(C(=O)c2ccc3ccccc3c2)C12C(=O)Nc1ccccc12 (configuration not stated)
 : 7.5, -5.9, i, 28.1, 3.3, -0.1, -10.3, -23.6, -2.0
- Cc1ccc(S(=O)(=O)n2ccc(OC(=O)c3cccs3)n2)cc1
 : 3.3, 9.6, i, 5.1, -3.0, 1.1, -3.0, 0.9, -2.5
- CC(C)Nc1cc(N2CCCC2)ccc1[N+](=O)[O-]
 : 17.6, -1.9, i, 2.1, 2.2, -0.7, -1.6, 5.8, -0.8
- COc1cc(/C=C2\SC(=S)N(NC(=O)c3ccc(O)c(OC)c3)C2=O)ccc1O
 : 8.9, -216.3, i, -7.9, -145.9, 1.3, 2.2, 3.7, -4.1
- CCN1CCN(S(=O)(=O)c2c(C)[nH]c(C)c2C(=O)N2CCCCC2)CC1
 : 3.8, -0.9, i, -7.1, -4.7, 0.3, -2.3, -6.8, 4.5
- Cc1ccccc1C(=O)c1cccn1CC(=O)NCCCc1ccccc1
 : 8.1, 16.4, i, 9.5, 5.2, 1.5, -3.1, -4.4, 4.2
- COc1ccccc1CNC(=O)c1ccccc1SCC(=O)NCc1ccco1
 : 2.9, 8.2, i, -3.8, -5.5, -0.7, -4.5, 1.4, -0.9
- CCOC(=O)C1CCN(C(=O)c2ccc3c(c2)OCCO3)CC1
 : 2.5, 14.0, i, -6.0, -14.0, 0.2, -2.8, -1.0, 0.6

A draw from above in order of count of non-hydrogen atoms, high to low:
Every second line gives: SKN-1 inh, CendR NRP1 mod, Neddylation inh, FAS TE block, eLon inh, MsrA inh, MsrA act, MT1-MMP act inh, Rin1 Abl inh
- CCc1cccc2c1NC(=O)C21N2CCCC2C(C(=O)c2ccc3ccccc3c2)C12C(=O)Nc1ccccc12 (configuration not stated)
 : 7.5, -5.9, i, 28.1, 3.3, -0.1, -10.3, -23.6, -2.0
- COc1ccc(OC)c(NC(=O)CCC(=O)N(Cc2ccc(OC)c(OC)c2)c2nccs2)c1
 : 3.7, -15.0, i, 20.9, -1.8, 0.8, -3.6, -0.1, 2.1
- O=C(NC(c1ccc(Cl)cc1)c1cnccn1)C1CCN(Cc2ccccc2)CC1 (configuration not stated)
 : 18.2, 9.5, i, -5.7, -6.6, 0.3, 0.8, -1.0, 1.8
- Cc1ccccc1CC(=O)Nc1ccc2c(c1)c(=O)n(C)n2-c1ccccc1F
 : 6.2, -1.8, ·, -6.7, -8.1, -1.5, -2.3, -4.3, -1.0
- O=C(CSc1nc(O)c(C2CCCCC2)c(=O)[nH]1)Nc1ccccc1Cl
 : -3.4, -8.7, i, -4.0, 2.9, -0.6, -1.9, 1.0, -0.8
- Cn1nnnc1SCC(=O)Nc1nc(-c2ccc(F)c(F)c2)cs1
 : 1.8, 7.7, i, 3.7, -7.3, -1.9, -3.1, 5.9, -0.8
- Cc1ccc(S(=O)(=O)n2ccc(OC(=O)c3cccs3)n2)cc1
 : 3.3, 9.6, i, 5.1, -3.0, 1.1, -3.0, 0.9, -2.5
- CN(C)c1ccc(NC(=O)c2ccncc2)c2ccccc12
 : -6.5, -9.2, i, -9.8, -13.9, 0.8, -5.5, -5.9, -6.0
- CC(CCc1ccccc1)NCc1ccc(Cl)cc1Cl (configuration not stated)
 : 0.0, -6.9, i, 21.9, 5.8, -0.3, -2.6, -1.8, -0.8
- COC(=O)CCC(=O)c1oc2ccccc2c1N
 : -9.0, 7.1, i, -1.0, -5.9, 2.6, -4.8, -1.4, -9.1
